proCasp7 act = counter-screen for procaspase-3 activators: activators of human procaspase-7. P55210. recombinant procaspase-7, Ac-DEVD-pNA absorbance 405 nm; D23A/D198A/D206A triple mutant, cannot self-cleave; scale: DMSO 0, 5 µM enzyme 100. activation, % at 8.5 µM. 330,000 tested, 0.093% active. AID 463210;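 active = percent activation above the screen-wide mean plus 3 SD, cut at about 25% in these data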
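System: Procaspase-7 triple mutant (PC-7 D3A); measure: % activation from two-timepoint absorbance difference, scaled to controls; times: 1 h compound preincubation, 2 h substrate cleavage, 25 °C; also added: Ac-DEVD-pNA substrate, 400 µM as added; measured by: Epi-absorbance of released pNA at 405 nm, two timepoints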
core dimer inh = blocks dimerization of HCV core protein. 300,000 tested, 0.33% active. TR-FRET GST/Flag-core106 dimerization, 1536-well. inhibition, % at 5 µM;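 active = inhibition above the mean of all tested compounds plus 3 SD, set per screening campaign, cut at about 45% in these data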
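Assay system: Tagged HCV core106 pair (GST and Flag) | Buffer or medium: KF-containing HEPES buffer, pH 7.45, DTT, CHAPS, BSA | Also added: Eu donor and XL665 acceptor anti-tag antibodies | Dosing: One concentration, 5 µM, in 0.5% DMSO | Timing: 4 h at 22.5 °C | Technique: TR-FRET 671 and 617 nm emission | Repeats: Singlicate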
TPT1 inhibitor = inhibitors of Candida albicans tRNA 2'-phosphotransferase TPT1; 300,000 tested, 0.81% active; AID 1962; inhibition, % at 5 µM; recombinant caTPT1, FP RNA substrate dephosphorylation;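 active = inhibition above the mean of all tested compounds plus 3 SD, set per screening campaign, cut at about 24% in these data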;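 note: plate controls were DMSO alone for no effect and ferristatin control at 100 nM for full effect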
CTSL1 counter = counter-screen for PFM18AAP inhibitors: inhibitors of F. hepatica cathepsin L1; recombinant F. hepatica cathepsin L1, Z-Leu-Arg-MCA fluorescence; inhibition, % at 5.96 µM; 300,000 tested, 0.49% active; AID 1906;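 active = inhibition above the mean of all tested compounds plus 3 SD, set per screening campaign, cut at about 17% in these data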;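 note: 0% = plate median of test compound wells and 100% = 1 µM Z-Phe-Ala-diazomethylketone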
AHR act = activates the human aryl hydrocarbon receptor | P35869 | AHR-responsive luciferase reporter cells, luminescence | activation, % at 5 µM | 320,000 tested, 2.5% active | AID 2796; in the data active = activation above about 47%;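 note: 0% = vehicle wells and 100% = reference agonist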
Target sequence (P35869 whole entry, looked up): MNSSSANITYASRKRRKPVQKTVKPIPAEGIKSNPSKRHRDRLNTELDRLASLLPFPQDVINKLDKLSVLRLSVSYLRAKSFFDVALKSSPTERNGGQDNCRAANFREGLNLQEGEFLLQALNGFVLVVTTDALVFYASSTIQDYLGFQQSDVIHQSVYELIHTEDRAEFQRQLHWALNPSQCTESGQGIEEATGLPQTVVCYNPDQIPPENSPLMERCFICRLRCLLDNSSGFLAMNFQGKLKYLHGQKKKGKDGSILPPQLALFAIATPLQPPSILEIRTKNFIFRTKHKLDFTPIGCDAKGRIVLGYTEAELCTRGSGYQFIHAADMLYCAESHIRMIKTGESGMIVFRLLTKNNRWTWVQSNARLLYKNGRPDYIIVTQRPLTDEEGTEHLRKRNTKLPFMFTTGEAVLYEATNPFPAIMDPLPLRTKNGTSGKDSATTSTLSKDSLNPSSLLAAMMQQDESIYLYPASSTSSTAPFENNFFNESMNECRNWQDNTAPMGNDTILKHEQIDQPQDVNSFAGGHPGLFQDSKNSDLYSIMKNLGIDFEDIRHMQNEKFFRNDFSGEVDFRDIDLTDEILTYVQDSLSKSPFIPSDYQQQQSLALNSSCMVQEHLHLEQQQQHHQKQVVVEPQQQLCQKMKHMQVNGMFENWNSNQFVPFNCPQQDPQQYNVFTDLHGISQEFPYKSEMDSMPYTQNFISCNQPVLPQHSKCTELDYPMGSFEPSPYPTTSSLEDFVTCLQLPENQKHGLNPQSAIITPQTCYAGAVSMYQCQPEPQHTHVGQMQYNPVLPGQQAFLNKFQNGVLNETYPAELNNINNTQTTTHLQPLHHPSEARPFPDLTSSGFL
proCasp3 act = procaspase-3 (human) activation | AID 463141 | recombinant procaspase-3 D3A, Ac-DEVD-pNA absorbance 405 nm | activation, % at 8.5 µM | 330,000 tested, 0.11% active;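 active = activation above the mean of all tested compounds plus 3 SD, cut at about 21% in these data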;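 note: 0% = DMSO alone and 100% = DMSO wells spiked with extra 5 µM PC-3 D3A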
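Assay system: Autoprocessing-dead procaspase-3 D3A mutant enzyme; also added: Ac-DEVD-pNA; doses: one concentration, 8.5 µM nominal, 0.8% DMSO; times: 1 h compound preincubation, 2 h substrate hydrolysis at 25 °C; technique: 405 nm absorbance of p-nitroaniline, reads at 0 and 120 min; measure: % activation between DMSO and enzyme-spiked controls; repeats: single replicate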
PP5 inh = PP5 (human) phosphatase inhibition. inhibition, % at 6.7 µM. P53041. purified PP5c, OMFP substrate fluorescence. 320,000 tested, 0.18% active;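 active = inhibition above the campaign's mean inhibition across all tested compounds plus 3 SD, cut at about 9.5% in these data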;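 note: 0% = DMSO only and 100% = 100 µM cantharidin control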
PP1 counter = counter-screen for PP5 inhibitors: inhibitors of human PP1-alpha | P62136 | purified PP1alpha, OMFP fluorescence | inhibition, % at 6.7 µM | 320,000 tested, 0.9% active;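 active = inhibition above the mean inhibition of all tested compounds plus 3 SD, computed separately for each screening campaign, cut at about 15% in these data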
PAFAH2 FP inh = PAFAH2 (human) inhibition | Q99487 | AID 492956 | 340,000 tested, 0.99% active | inhibition, % at 3.39 µM | recombinant PAFAH2, FP-rhodamine activity probe, fluorescence polarization;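 active = inhibition above the mean over all tested compounds plus 3 SD, cut at about 30% in these data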;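 note: inhibitors block probe labeling of enzyme so polarization drops; 0% = enzyme with DMSO and 100% = wells lacking PAFAH2 protein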
Numbers without * were called inactive; nt = no result given.

SMILES | proCasp7 act | core dimer inh | TPT1 inhibitor | CTSL1 counter | AHR act | proCasp3 act | PP5 inh | PP1 counter | PAFAH2 FP inh
CCCNc1nc(NCC)nc(OC)n1 | 0 | 0 | 2 | -3 | -1 | 3 | 1.6 | -5 | -5
CCCCNC(=O)COC(=O)c1cc(C)nc2ccccc12 | 3 | 2 | -5 | 5 | 1 | -1 | 1.2 | 1 | -1
COc1ccc(N2C(=O)CC(Sc3nc(C)c4c(n3)CCCC4)C2=O)cc1 (stereo not given) | 1 | 0 | -2 | -2 | -3 | -7 | 0.8 | 1 | 8
CCOC(=O)CSc1nc2sc3c(c2c(=O)n1-c1ccc(OCC)cc1)CCN(C)C3 | -6 | 6 | 8 | 5 | 2 | -4 | 0.2 | 7 | -4
CCCCCCCCC1=NCCc2c1[nH]c1ccccc21 | -2 | -5 | 0 | -3 | 36 | -3 | 3.1 | 7 | 8
CC1Sc2ccc(S(=O)(=O)N3CCN(c4ccccc4)CC3)cc2NC1=O (stereo not given) | -10 | -1 | 1 | 0 | 3 | -4 | 2.5 | 0 | -3
CC1=NN(Cc2ccccc2)C(=O)C1C(c1ccc(Cl)cc1)C(C#N)C#N (stereo not given) | -6 | 7 | -3 | 3 | 0 | 4 | -0.1 | 0 | 8
CCc1nnc(NC(=O)CSc2nnc(C)c(=O)n2N)s1 | 2 | -2 | 2 | -3 | 4 | 0 | 3.0 | -3 | -1
CCOc1cc(CC(=O)N[C@@H](CC(C)C)c2ccccc2N2CCCCC2)ccc1C(=O)O | 0 | 8 | -2 | 1 | 2 | 0 | 5.3 | -7 | -3
COc1ccccc1Cc1nc(-c2ccncc2)no1 | 11 | 2 | 1 | 2 | 8 | 2 | 0.1 | -4 | 1
Cc1ccc(-n2nc(C(=O)O)c(C)c(C#N)c2=O)cc1Cl | 7 | 0 | 5 | 2 | 2 | 3 | 0.5 | 1 | -2
COc1ccc(CNCC(=O)Nc2cc(C)nn2-c2nc(C)cc(C)n2)cc1OC | -3 | -4 | -2 | -1 | 3 | 10 | -0.7 | 2 | nt
CCCOc1ccc(CCC(=O)N/N=C/c2ccco2)cc1 | 6 | -4 | -3 | -1 | 12 | -2 | 2.9 | -3 | nt
Cc1cc(C(F)(F)F)nn1CCCNC(=O)c1cnccn1 | 8 | -3 | 0 | -1 | 1 | 10 | -2.2 | -3 | 0
Cc1cccc(N2CCN(C(=O)CSc3nc4ccccc4nc3N3CC(C)OC(C)C3)CC2)c1C (stereo not given) | 7 | 10 | -4 | 0 | 0 | 2 | 2.4 | -1 | -6
CSC1=NCCN1C(=O)c1c(F)cccc1Cl | -1 | -3 | -2 | 4 | 1 | -3 | 0.2 | -3 | 1
CC(C)(C)OC(=O)NCCc1nnc(SCC(=O)c2ccc(Cl)cc2)o1 | -1 | -4 | -1 | 2 | 1 | 3 | 0.5 | -4 | -2
CC(=O)c1c(C)[nH]c(C(=O)Nc2cccc(S(=O)(=O)N3CCCCC3)c2)c1C | -1 | nt | nt | nt | 27 | 15 | 1.0 | 1 | -13
CC(NS(=O)(=O)c1ccc2c(c1)CC(C)N2C(=O)C1CC1)c1ccccc1 (stereo not given) | 8 | 3 | 1 | 4 | 0 | 1 | -2.4 | -2 | -4
O=C(NC(=S)Nc1ccccc1Cl)c1cncc(Br)c1 | 3 | 0 | 2 | 1 | 45 | 3 | 1.7 | 2 | 8

Some values from the results shown:
For proCasp7 act, `CCOC(=O)CSc1nc2sc3c(c2c(=O)n1-c1ccc(OCC)cc1)CCN(C)C3` has -6
For proCasp3 act, `Cc1cc(C(F)(F)F)nn1CCCNC(=O)c1cnccn1` has 10

(more compounds)
SMILES | proCasp7 act | core dimer inh | TPT1 inhibitor | CTSL1 counter | AHR act | proCasp3 act | PP5 inh | PP1 counter | PAFAH2 FP inh
CCCn1cc(CN2CCN(Cc3ccc(C)o3)C(CCO)C2)c(C)n1 (stereo not given) | 2 | 4 | 2 | 0 | 3 | 1 | 2.9 | -2 | 5
Cn1c(CNc2ccc(Cl)cc2)nnc1SCC#N | 6 | -5 | -3 | 5 | 59* | 5 | -1.7 | 2 | 0
C[C@]12C[C@H](O)[C@@H]3c4ccc(O)cc4CCC3[C@@H]1CCC2=O (stereo not given in full) | 0 | -1 | -1 | -5 | -5 | 3 | -1.9 | -4 | 1
O=C(Cn1cnc2c(cnn2-c2ccc(Cl)cc2)c1=O)NC1CCCCC1 | 11 | 4 | -1 | -3 | -4 | 11 | 1.2 | -3 | -4
O=C(Cc1ccc(F)cc1)N/N=C/c1ccc2c(c1)OCO2 | 7 | -5 | -3 | 2 | 42 | -5 | 2.6 | -1 | 3
Cc1cccc(NC(=O)c2nc[nH]c2C(=O)NCCCNC(=O)c2[nH]cnc2C(=O)Nc2cccc(C)c2)c1 | -1 | nt | nt | nt | 14 | 4 | nt | nt | -9
O=C(CSc1nnc2scc(-c3ccccc3)n12)NCC1CCCO1 (stereo not given) | 4 | 1 | -1 | -1 | 1 | 5 | 0.0 | -2 | 4
CCCCCCCCCCCCN1[C@@H](CC(=O)OC)c2cc(F)ccc2S1(=O)=O | 7 | -7 | 0 | 5 | 8 | 6 | 6.2 | 0 | -14
O=c1[nH]c2cc3c(cc2cc1CN(CCN1CCOCC1)C(=S)NCC1CCCO1)OCO3 (stereo not given) | 10 | -3 | -4 | 2 | 10 | -1 | -0.2 | 0 | -2
COc1c2c(nc3occc13)C(CC=C(C)C)(OC)C(=O)C=C2 (stereo not given) | -3 | 1 | 0 | 2 | 27 | 3 | 0.3 | -1 | 0
O=C(CCNS(=O)(=O)c1ccc(Cl)cc1)N1CCOCC1 | 6 | -16 | -3 | -2 | 1 | 1 | -0.8 | -4 | 3
CCCNC(=O)c1ccc(N2CCC3(CC2)CC(c2ccccc2)=NO3)c(N)c1 | 1 | 5 | -2 | -7 | 6 | 1 | 0.3 | -5 | -1
COc1ccc(NC(=O)Nc2ccc(OC)c(OC)c2)c([N+](=O)[O-])c1 | -3 | -6 | 2 | -1 | 16 | 0 | 1.4 | 0 | -1
CCC(CC)C(=O)N1CCN(c2cccc(C)c2C)CC1 | -4 | 8 | -1 | -1 | -2 | 0 | 2.6 | 0 | 0
CC(C)=CCC/C(C)=C/COc1ccc2ccc(=O)oc2c1 | 1 | 1 | -5 | 3 | -2 | 9 | 1.3 | -3 | -6
CC(C)NC(=O)NC(=O)COc1ccc(Br)cc1Br | -4 | 7 | -1 | -1 | 0 | 2 | 1.9 | 2 | -2
CC12CCC(=O)N1C(C(=O)Nc1ccc(S(=O)(=O)N3CCCCC3)cc1)CS2 (stereo not given) | 7 | 1 | -1 | -2 | 0 | -1 | -2.0 | 0 | 2
COc1cc(OC)c(C(=O)Nc2ccccc2-c2ccccc2)cc1OC | 4 | 4 | -4 | -2 | 0 | 4 | 1.8 | -2 | 3
O=C(CN1CCN(S(=O)(=O)c2ccc(Br)cc2)CC1)Nc1ccc(F)cc1 | 5 | 6 | -5 | 0 | 5 | 4 | 4.5 | 0 | 6
CC(c1ccco1)N(C(=O)c1ccccc1F)c1ccccn1 (stereo not given) | 4 | -1 | -1 | -3 | 5 | 11 | -0.5 | -7 | -6
N#CCC(=O)Nc1ccc(C(=O)OCC(=O)c2ccc3c(c2)OCCO3)cc1 | 6 | 15 | 8 | 0 | -4 | -1 | -0.1 | 0 | -13
CC1SC(=NC(=O)c2ccco2)NC1=O (stereo not given) | 11 | -1 | -2 | 2 | -1 | 4 | 4.9 | 0 | -1
CC(C)(C)CC(=O)Nc1nnc(SCC(=O)NC2CCCC2)s1 | -7 | -14 | -3 | 15 | 1 | -5 | -9.6 | 1 | -9
Cc1ccc(S(=O)(=O)N2CCN(CC(=O)NC(=O)NCc3ccco3)CC2)cc1C | 3 | 6 | -1 | -4 | 1 | -1 | -0.6 | -2 | 2
CCOC(=O)C1(CCCc2ccccc2)CCN(C(=O)CCCn2cncn2)CC1 | 8 | -1 | 0 | 2 | 1 | 10 | -1.3 | 4 | 2
CCN(CC)S(=O)(=O)c1ccc(N2CCCC2)c(C(=O)OCC(=O)/C(C#N)=C(\C)N)c1 | -3 | -4 | -1 | 1 | 0 | 9 | 2.8 | -2 | -4
NS(=O)(=O)c1ccc(CNC(=O)COc2ccc3c4c(c(=O)oc3c2)CCCC4)cc1 | 2 | -7 | -5 | -2 | -4 | 4 | 2.6 | 2 | -1
N#Cc1cc2c(nc1SCc1ccccc1)CCCC2 | 2 | -11 | -2 | 3 | 0 | -8 | -2.3 | -4 | 2

13 of the compounds above, with two lines to a compound:
Below each compound: proCasp7 act	core dimer inh	TPT1 inhibitor	CTSL1 counter	AHR act	proCasp3 act	PP5 inh	PP1 counter	PAFAH2 FP inh
CC(NS(=O)(=O)c1ccc2c(c1)CC(C)N2C(=O)C1CC1)c1ccccc1 (stereo not given)
→ 8	3	1	4	0	1	-2.4	-2	-4
O=C(NC(=S)Nc1ccccc1Cl)c1cncc(Br)c1
→ 3	0	2	1	45	3	1.7	2	8
CCCn1cc(CN2CCN(Cc3ccc(C)o3)C(CCO)C2)c(C)n1 (stereo not given)
→ 2	4	2	0	3	1	2.9	-2	5
Cn1c(CNc2ccc(Cl)cc2)nnc1SCC#N
→ 6	-5	-3	5	59*	5	-1.7	2	0
C[C@]12C[C@H](O)[C@@H]3c4ccc(O)cc4CCC3[C@@H]1CCC2=O (stereo not given in full)
→ 0	-1	-1	-5	-5	3	-1.9	-4	1
O=C(Cn1cnc2c(cnn2-c2ccc(Cl)cc2)c1=O)NC1CCCCC1
→ 11	4	-1	-3	-4	11	1.2	-3	-4
O=C(Cc1ccc(F)cc1)N/N=C/c1ccc2c(c1)OCO2
→ 7	-5	-3	2	42	-5	2.6	-1	3
Cc1cccc(NC(=O)c2nc[nH]c2C(=O)NCCCNC(=O)c2[nH]cnc2C(=O)Nc2cccc(C)c2)c1
→ -1	nt	nt	nt	14	4	nt	nt	-9
O=C(CSc1nnc2scc(-c3ccccc3)n12)NCC1CCCO1 (stereo not given)
→ 4	1	-1	-1	1	5	0.0	-2	4
CCCCCCCCCCCCN1[C@@H](CC(=O)OC)c2cc(F)ccc2S1(=O)=O
→ 7	-7	0	5	8	6	6.2	0	-14
O=c1[nH]c2cc3c(cc2cc1CN(CCN1CCOCC1)C(=S)NCC1CCCO1)OCO3 (stereo not given)
→ 10	-3	-4	2	10	-1	-0.2	0	-2
COc1c2c(nc3occc13)C(CC=C(C)C)(OC)C(=O)C=C2 (stereo not given)
→ -3	1	0	2	27	3	0.3	-1	0
O=C(CCNS(=O)(=O)c1ccc(Cl)cc1)N1CCOCC1
→ 6	-16	-3	-2	1	1	-0.8	-4	3

Screening data deposited in PubChem by The Scripps Research Institute Molecular Screening Center.
